Screens as filed in PubChem.
OXTR agonist – agonists of human oxytocin receptor | P30559 | CHO-OTR cells, Fluo-8 calcium fluorescence; normalized: DMSO 0%, oxytocin 100% | activation, % at 3 µM | 320,000 compounds, 0.32% hits;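 active = activation above the mean of all tested compounds plus 3 SD, cutoff set per screening run, cut at about 20% in these data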;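 note: peak over basal fluorescence ratio from a 100 s FLIPR kinetic read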
OXTR potentiate – potentiates the human oxytocin receptor response | P30559 | CHO-OTR cells, Fluo-8 calcium fluorescence, potentiator mode; 0% = oxytocin EC15, 100% = EC100 | activation, % at 3 µM | 320,000 compounds, 0.061% hits;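 active = activation above that plate's cutoff, the mean activation of tested compounds plus 3 SD, cut at about 6.6% in these data, passing the limit was not always enough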;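 note: 100% uses oxytocin at 75 nM as the full agonist control; some results filed as inactive read as strong as hits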
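Assay system: CHO cell line stably expressing human OTR. Reagent: EC15 oxytocin agonist. Dosing: single dose, 3.0 µM nominal final compound concentration. Timing: compound 6 min at room temperature before oxytocin, 100 s read. Signal: kinetic Fluo-8 calcium fluorescence. Controls: oxytocin EC15 low and EC100 high.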
V1aR counter – V1a receptor agonism, counter-screen for OXTR agonists; CHO-V1R cells, Fluo-8 calcium fluorescence, agonist mode; 0% DMSO, 100% 3 nM vasopressin; activation, % at 3 µM; 320,000 compounds, 0.25% hits; AID 2797;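 active = activation above the mean activation of all tested compounds plus 3 SD, per screening run, cut at about 20% in these data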;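 note: signal is peak over basal fluorescence ratio across a 100 second FLIPR read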
Target sequence (P37288 whole entry, looked up): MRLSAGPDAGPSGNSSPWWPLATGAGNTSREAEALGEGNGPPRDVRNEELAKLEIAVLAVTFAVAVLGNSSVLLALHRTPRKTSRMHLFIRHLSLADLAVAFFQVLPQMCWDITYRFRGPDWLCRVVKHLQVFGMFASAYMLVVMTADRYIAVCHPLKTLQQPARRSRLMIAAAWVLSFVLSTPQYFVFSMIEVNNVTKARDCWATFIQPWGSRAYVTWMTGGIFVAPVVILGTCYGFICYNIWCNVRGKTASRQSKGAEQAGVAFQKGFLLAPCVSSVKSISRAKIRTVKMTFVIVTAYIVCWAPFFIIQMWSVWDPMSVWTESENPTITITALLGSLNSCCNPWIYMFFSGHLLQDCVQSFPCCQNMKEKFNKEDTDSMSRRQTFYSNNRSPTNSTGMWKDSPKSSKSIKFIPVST
CHO parental Ca – signal in parental CHO cells, OX1R antagonist counter-screen | 330,000 compounds, 0.63% hits | parental CHO-K1, ATP-induced calcium, Fluo-8 fluorescence | inhibition, % at 5.6 µM | AID 463079;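 active = inhibition above that plate's mean sample inhibition plus 3 SD, cut at about 26% in these data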;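 note: 0% = ATP-challenged DMSO wells and 100% = DMSO wells without ATP; some compounds past the cut are filed as inactive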
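Test system: untransfected parental CHO cell line; also added: ATP stimulus; dosing: 5.6 µM, single dose; signal: calcium-sensitive Fluo-8 fluorescence; measure: percent inhibition of ATP-evoked calcium rise, normalized to controls; benchmarks: low control ATP plus DMSO, high control DMSO only; replication: one well per compound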
TAAR1 ag – agonists of human TAAR1; CHO RD-HGA16 TAAR1, Fluo-8 calcium fluorescence; vehicle wells 0%, saturating PEA agonist 100%; Q96RJ0; activation, % at 3 µM; 360,000 compounds, 0.99% hits;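 active = activation above the mean activation of all test compounds in the run plus 3 SD, cut at about 38% in these data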
Target sequence (Q96RJ0 whole entry, looked up): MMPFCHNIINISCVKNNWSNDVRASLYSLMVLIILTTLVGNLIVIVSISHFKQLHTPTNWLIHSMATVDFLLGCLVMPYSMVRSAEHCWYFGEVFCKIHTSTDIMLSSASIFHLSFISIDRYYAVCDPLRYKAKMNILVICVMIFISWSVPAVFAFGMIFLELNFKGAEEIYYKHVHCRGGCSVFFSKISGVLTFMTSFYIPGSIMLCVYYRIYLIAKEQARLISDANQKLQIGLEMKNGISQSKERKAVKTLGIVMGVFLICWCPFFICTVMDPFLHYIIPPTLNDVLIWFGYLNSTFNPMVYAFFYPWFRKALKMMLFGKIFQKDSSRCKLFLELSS
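Test system: RD-HGA16 (CHO) cells co-expressing Gα16 and hTAAR1; dosing: one-point dosing at 3 µM (nominal); timing: 17-24 h seeding, 75 min 37 °C dye, 30 min RT; signal: kinetic Fluo-8 calcium fluorescence; read-out basis: % activation relative to PEA EC100 response; controls: DMSO and PEA EC100; replicates: n 1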
TAAR1 antag – human TAAR1 antagonism. Q96RJ0. CHO RD-HGA16 TAAR1, Fluo-8 calcium fluorescence, antagonist. inhibition, % at 3 µM. 360,000 compounds, 1.5% hits. AID 624466;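 active = inhibition above a per-plate cutoff, the mean inhibition of test compounds on that plate plus 3 SD, cut at about 49% in these data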;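 note: 0% = DMSO plus EC80 beta-PEA response and 100% = DMSO alone without agonist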
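System: RD-HGA16 CHO cells with stable hTAAR1 and Gα16 | Probe or stimulus: EC80 β-phenethylamine stimulus | Dosing: 3 µM, single point | Times: Dye loading 75 min at 37 °C, then 30 min room temperature | Measured by: Fluo-8 calcium-sensitive fluorescence | Read-out basis: % inhibition of agonist calcium response | Replicates: n of 1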
CHRM1 PAM – potentiates human M1 receptor response to acetylcholine; 360,000 compounds, 0.088% hits; activation, % at 3 µM; CHO-K1 hM1, Fluo-8 calcium fluorescence, ACh EC20; 0% = ACh EC20, 100% = maximal ACh; AID 588819; P11229; in the data active = activation above about 19%, passing the limit was not always enough
M1 antag – blocks human M1 muscarinic receptor. P11229. CHO-K1 hM1, Fluo-8 calcium fluorescence, ACh EC80 antagonist. inhibition, % at 3 µM. 360,000 compounds, 1.3% hits. AID 588852;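 active = percent inhibition above its own plate's cutoff, namely the mean of that plate's compound wells plus 3 SD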;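 note: peak over basal fluorescence ratio during 140 s after agonist addition; 0% = ACh EC80 plus DMSO and 100% = DMSO alone without agonist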
M1 ag – activates human CHRM1 receptor | P11229 | CHO-K1 hM1, Fluo-8 calcium fluorescence, agonist mode; 0% DMSO, 100% acetylcholine EC100 | activation, % at 3 µM | 360,000 compounds, 0.33% hits | AID 588814;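 active = activation above the run's mean compound activation plus 3 SD, cut at about 16% in these data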;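 note: peak over basal fluorescence ratio within a 140 s kinetic read after compound addition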
* hit, by the source's call; · = not tested or not shown.

Start of the data: the first four compounds, ahead of the listing:
SMILES	OXTR agonist	OXTR potentiate	V1aR counter	CHO parental Ca	TAAR1 ag	TAAR1 antag	CHRM1 PAM	M1 antag	M1 ag
C#CCOCCOCCOCCNc1nc(N2CCOCC2)nc(N2CCN(C(=O)[C@H](Cc3cc4ccccc4[nH]3)n3cc([C@@H](N)Cc4ccc(O)cc4)nn3)CC2)n1	-0.2	-8	0.8	-7	1	4	-2	11	-4
CC1CCCCN1C(=O)CSc1nc(-c2ccccc2)cn1N (stereo not drawn)	-1.4	-6	0.0	-11	0	-9	5	-8	-2
COc1ccccc1OCCOCCOc1c(C)cc(C)cc1Br	-0.8	-4	0.4	-15	3	19	7	-15	-10
CN(C)C(=O)c1cccc(-c2cccc(-c3nc(C(=O)NCc4ccccc4)cc4c3[C@@H](CCO)N(S(=O)C(C)(C)C)C4)c2)c1 (stereo partly drawn)	·	·	·	·	9	61*	-13	23	-5

This part in full, from the first entry:
SMILES	OXTR agonist	OXTR potentiate	V1aR counter	CHO parental Ca	TAAR1 ag	TAAR1 antag	CHRM1 PAM	M1 antag	M1 ag
C#CCOCCOCCOCCNc1nc(N2CCOCC2)nc(N2CCN(C(=O)[C@H](Cc3cc4ccccc4[nH]3)n3cc([C@@H](N)Cc4ccc(O)cc4)nn3)CC2)n1	-0.2	-8	0.8	-7	1	4	-2	11	-4
CC1CCCCN1C(=O)CSc1nc(-c2ccccc2)cn1N (stereo not drawn)	-1.4	-6	0.0	-11	0	-9	5	-8	-2
COc1ccccc1OCCOCCOc1c(C)cc(C)cc1Br	-0.8	-4	0.4	-15	3	19	7	-15	-10
CN(C)C(=O)c1cccc(-c2cccc(-c3nc(C(=O)NCc4ccccc4)cc4c3[C@@H](CCO)N(S(=O)C(C)(C)C)C4)c2)c1 (stereo partly drawn)	·	·	·	·	9	61*	-13	23	-5
O=C(OCc1cnc(Cl)s1)c1cccs1	-1.1	-7	-0.3	10	5	1	0	-3	-3
COC(=O)N1C/C=C\C(c2ccc(OC)cc2)N(Cc2ccc(F)cc2)C(=O)C1 (stereo not drawn)	0.1	-1	-0.3	-30	1	4	8	-11	-4
CN(CC(=O)NCC(=O)Nc1ccc(F)c(F)c1F)C1CCS(=O)(=O)C1 (stereo not drawn)	1.4	-5	1.2	3	-2	-7	6	1	-3
Cc1cccc(-n2c(N)c(-c3nc4ccccc4n3C)c3nc4ccccc4nc32)c1	0.0	-8	0.5	-10	6	16	-12	13	-5
CCN1CCN(S(=O)(=O)c2ccc(Cl)c(C(=O)NCc3nc4ccccc4[nH]3)c2)CC1	-1.1	-1	-0.3	-10	1	4	1	-3	-6
CCOC(=O)C1CCN(c2ncnc3c2[nH]c2cccc(OC)c23)CC1	-1.8	-10	1.7	-20	8	-2	-5	4	-3
NS(=O)(=O)c1ccc(N=NN2CCCCC2)cc1	1.2	-11	0.7	6	2	3	9	-4	-3
CC(C)Sc1ncc(S(=O)(=O)c2ccccc2)c(=O)[nH]1	0.7	-3	-0.8	3	4	6	7	5	-6
CC(C)CCNC(=O)C1CCCN(S(=O)(=O)c2ccc3c(c2)CC(C)N3C(=O)C2CC2)C1 (stereo not drawn)	1.4	-9	3.5	-29	-2	0	-2	11	-4
CCCCNS(=O)(=O)c1ccc(S(=O)(=O)n2cnc3ccccc32)cc1	-0.1	1	1.6	0	13	-16	1	-2	-4
COc1ccc(CNC(=O)C[C@H]2C[C@H](C(=O)N3CCCCC3)[C@@]3(C)c4[nH]c5cc(-c6ccco6)ccc5c4CCN3C2=O)cc1OC	·	·	·	-23	9	45	-4	-9	-4
Cc1ccc(C(=O)C(OC(=O)c2c(C)cc(=O)oc2C)c2ccccc2)cc1 (stereo not drawn)	-0.7	-7	0.1	-9	14	24	1	-3	-10
Cc1cc([N+](=O)[O-])cc2c1-c1ncccc1C2=Nc1ccccc1	-1.8	1	0.4	-6	0	7	4	-6	-7
CCOC(=O)C1CCN(C(=O)CCc2nnc3ccc(NCc4ccco4)nn23)CC1	0.0	1	0.6	-4	1	-3	-8	-5	-14
CN(Cc1c(C(=O)N/N=C/c2ccc(O)cc2)nnn1-c1nonc1N)C1CCCCC1	-0.3	-6	2.0	-7	4	7	0	-2	-2
COCC(C)Nc1nc(C)c(C(C)=O)s1 (stereo not drawn)	0.8	-8	-0.2	7	0	-8	16	-13	-8
COC(=O)C1C(O)=C(C(C)=N)C(=O)CC1(C)C (stereo not drawn)	0.8	-10	0.4	-4	5	-7	3	-7	-3
O=C(CN(C(=O)CCC(=O)Nc1ccccn1)C1CCCC1)NCc1ccc(F)cc1	-0.6	-4	-0.1	-12	0	13	5	-3	-6
Nc1ncncc1-c1ccccc1Cl	·	·	·	·	1	-5	-4	3	-1
CCOC(=O)Cc1csc(NC(=O)CSc2cc(Cl)ccc2Cl)n1	-2.2	-7	2.4	-25	4	-9	6	-4	1
Cc1cccc(OCc2nnc3n2CCCCC3)c1	0.4	-15	-0.7	11	5	-5	5	3	0
Cc1ccc2[nH]c(C(=O)NN=C3CCCCC3)c(-c3ccccc3)c2c1	-0.8	-8	0.2	-22	0	4	-4	14	-5
COc1ccc(CCN(C)C(=O)c2cc(S(=O)(=O)NCc3ccccc3)ccc2C)cc1OC	0.9	-7	3.5	-24	4	-25	1	-1	-2
O=C(Nc1cccc(S(=O)(=O)N2CCCCCC2)c1)c1cc(=O)c2ccccc2o1	4.7	-32	6.4	3	13	79*	-11	17	-3
COc1ccc(S(=O)(=O)Nc2ccc(NC(C)=O)cc2)cc1Br	0.9	-8	0.8	-16	7	-19	10	-5	-3
COc1ccccc1NC(=O)NC1(C)CCS(=O)(=O)C1 (stereo not drawn)	·	·	·	·	4	2	-3	9	-3
COc1ccc(OC(=O)/C=C/c2ccc([N+](=O)[O-])cc2)cc1	0.6	-13	1.1	9	-1	6	-4	-1	-3
Cc1noc(C)c1COc1ccccc1C(=O)NC(C)c1ccc(Cl)cc1 (stereo not drawn)	-2.2	-11	0.2	-36	17	36	0	-6	-1
O=C(NC(=S)NCC1CCCO1)c1ccc(Cl)cc1Cl (stereo not drawn)	-2.1	-4	-0.3	-18	-1	15	1	-3	-6
COC(=O)c1cc(S(=O)(=O)N2CCN(c3cccc(OC)c3)CC2)cn1C	3.3	-9	4.2	-7	4	-8	-2	-5	1
Cc1cccc(NC(=S)N(CCN(C)C)Cc2cc3cc(C)ccc3[nH]c2=O)c1	3.5	-1	0.9	-26	0	4	1	3	-5
C[C@]12c3[nH]c4ccc(Cl)cc4c3CCN1C(=O)[C@@H](CC(=O)NCCc1ccccn1)C[C@@H]2C(=O)N1CCOCC1	·	·	·	-29	8	-29	10	-17	-9
CCNC(=O)c1cc2c(c(-c3cccc(-c4cccc(C(=O)N(C)C)c4)c3)n1)[C@@H](CCO)N(S(=O)C(C)(C)C)C2 (stereo partly drawn)	·	·	·	·	0	1	6	-5	-10
CCOC(=O)c1c(NC(N)=O)sc(C)c1C	-1.1	5	-1.1	-7	2	5	9	-7	-6
CCn1nc(C)c(CN2CCC(n3nccc3NC(=O)Cc3ccccc3)CC2)c1C	1.3	-13	0.5	-11	0	2	0	3	-4
Cc1c[n+](C)ccc1CC1C([N+](=O)[O-])=C[N-]c2ncnn21 (stereo not drawn)	·	·	·	·	0	7	1	-3	-5
CC(=O)N(Cc1cccs1)Cc1cc2cc(C)c(C)cc2nc1Cl	-2.4	-7	1.4	-25	4	-11	5	-6	-3
Cc1ccc(S(=O)(=O)n2ccc(-c3cccc(OCc4c(F)cccc4Cl)c3)n2)cc1	0.5	-16	1.5	17	6	-18	9	0	0
COc1cc(/C=N/NC(=O)c2ccncc2)cc2c1OCO2	1.4	-13	0.4	2	3	-2	11	-2	-5
CCOC(=O)CCCNC(=O)CN1CCC(c2nc3ccccc3s2)CC1	1.1	-1	0.8	-3	-4	-3	11	-16	-9
Cc1cc(=O)n2[nH]c(-c3ccc(F)cc3)cc2n1	-0.6	-9	-0.2	0	11	-1	4	-8	-4
C/C(=N/OC(=O)c1ccc(F)cc1)c1ccc(C)cc1	-1.7	-12	-0.5	-21	6	-7	2	-8	-4
COc1cccc(C(=O)NCC(c2ccco2)N2CCOCC2)c1 (stereo not drawn)	-0.3	-4	-1.3	3	2	-9	10	-14	-3
CC(C)Cc1cc(C(=O)Nc2sc3c(c2C#N)CCC3)no1	-0.8	-1	1.6	-9	-1	-12	12	-10	2
O=C(CSc1nncn1-c1cccnc1)Nc1cccc([N+](=O)[O-])c1	-0.3	-7	0.9	-2	0	-9	14	-15	-3
CC(C)(C)Nc1nc(OCC#N)nc(N2CCCCC2)n1	-2.3	-5	-1.8	-5	0	-6	-16	-7	-11
S=c1[nH]nc(-c2cc(-c3ccccc3)n[nH]2)n1/N=C/C=C/c1ccccc1	-0.8	-7	-0.2	8	0	-20	3	-6	-1
O=C(/C=C/NCc1cccnc1)C(F)(F)C(F)(F)F	0.6	-18	1.1	-3	1	-10	5	-11	-6
CCc1c(C)nc(N)c(C#N)c1-c1ccccc1	-0.4	4	0.2	-19	8	-9	10	-4	-9
COc1ccc(CNCCCC(=O)Nc2c(Cl)ccc(C)c2Cl)cc1OC	1.1	-8	1.4	-17	2	-3	1	5	-3
Cc1nc(NC(=O)COC(=O)c2cccs2)c(Cl)cc1Cl	·	·	·	·	4	-15	7	-6	-5
CSc1ccccc1NC(=O)Nc1ccc(Cl)cc1	2.1	-10	2.5	-12	13	21	-7	0	-4
COc1ccc(NC(=O)CN2CCN(c3ccc(F)cc3)CC2)cc1Cl	7.1	-18	4.5	-3	-2	15	5	-28	0
CS(=O)(=O)N1N=C(c2ccc(Cl)cc2)CC1c1cccs1 (stereo not drawn)	-0.6	0	2.7	-8	16	-3	-5	5	-6
C/C(Cn1nnc([N+](=O)[O-])n1)=N\NC(=O)c1ccc(O)cc1	0.4	1	0.4	-8	1	-34	4	-9	-3
CC(C)[C@H]1COCCS(=O)(=O)N1Cc1ccccc1	-0.2	-12	-0.2	4	7	8	0	5	-6
More structures.
SMILES	OXTR agonist	OXTR potentiate	V1aR counter	CHO parental Ca	TAAR1 ag	TAAR1 antag	CHRM1 PAM	M1 antag	M1 ag
COc1ccc(F)cc1S(=O)(=O)NC1CCCC1	0.7	-1	0.5	-8	·	·	7	-6	-5
CCOC(=O)c1c(NC(=O)COC)sc(C(C)=O)c1C	-2.3	-2	-0.5	9	1	-10	16	-11	-9
CCn1c(-c2csc3ccccc23)n[nH]c1=S	-1.1	-9	3.2	0	2	-6	8	-7	-9
O=C(c1nc2ccccc2s1)N1CCSCC1	-1.2	-7	-0.7	-5	1	10	6	-7	-5

Rows are unselected. Share with any hit: about 3.7%.
